BioA inh – M. tuberculosis BioA enzyme inhibitors, primary screen, biochemical, plate reader, single point, HTS; purified M. tuberculosis BioA enzyme; actives 0.096% (n = 360,000); inhibition, % at 9.99 µM; 7,8-diaminopelargonic acid synthase BioA (Mycobacterium tuberculosis); in the data active = inhibition above about 40%
Active calls of the source: *; & = joins results of further samples. These rows are one share of the data; count on the stated rates, not on these rows.

> CCCNC(=O)[C@H]1[C@H](CO)[C@H]2Cn3c(ccc(/C=C/c4ccccc4)c3=O)[C@@H]1N2CCC
  BioA inh: -1.4

> Cc1noc(C)c1S(=O)(=O)Nc1ccc2c(c1)C(=O)N([C@@H](C)CO)C[C@H](C)[C@@H](CN(C)C(=O)Nc1ccc3c(c1)OCO3)OCCCC[C@H](C)O2
  BioA inh: 3.2

> COc1ccc(CN(C)C[C@H]2Oc3ccc(NS(=O)(=O)c4ccccc4)cc3CC(=O)N([C@H](C)CO)C[C@H]2C)cc1
  BioA inh: 2.3

> C[C@@H]1CN([C@H](C)CO)C(=O)CCCn2cc(nn2)CO[C@H]1CN(C)C(=O)Oc1ccccc1
  BioA inh: 1.3&-1.0

> CN1CCN(C(=O)C[C@@H]2CC[C@@H]3[C@H](COC[C@@H](O)CN3C(=O)Cc3ccccc3)O2)CC1
  BioA inh: -0.2

> O=C(C[C@H]1CC[C@@H](NC(=O)c2ccc3c(c2)OCO3)[C@H](CO)O1)NCc1ccc(Oc2ccccc2)cc1
  BioA inh: -1.7

> C[C@@H]1CN([C@@H](C)CO)C(=O)c2cc(-c3ccc(C#N)cc3)cnc2O[C@H]1CN(C)C(=O)Nc1ccc(C(F)(F)F)cc1
  BioA inh: -0.3

> Cc1ccc(S(=O)(=O)N[C@H]2CC[C@@H](CCNC(=O)c3ccc4c(c3)OCO4)O[C@@H]2CO)cc1
  BioA inh: -2.7

> C[C@H](CO)N1C[C@H](C)[C@@H](CN(C)C(=O)C2CCC2)Oc2cc(C#CC(C)(C)O)ccc2S1(=O)=O
  BioA inh: -1.1

> CO[C@@H]1CN(C)C(=O)c2cc(NC(=O)Nc3cccc(F)c3)ccc2OC[C@@H](C)N(C(C)=O)C[C@H]1C
  BioA inh: 1.6

> C[C@H]1CN([C@@H](C)CO)C(=O)c2cc(NC(=O)Nc3cccc4ccccc34)ccc2O[C@@H]1CN(C)C(=O)Nc1ccc(F)cc1
  BioA inh: -4.9

> CO[C@H]1CN(C)C(=O)c2ccc(NC(=O)C3CCCCC3)cc2OC[C@@H](C)N(Cc2nccs2)C[C@@H]1C
  BioA inh: 0.9

> C[C@@H]1CN([C@@H](C)CO)C(=O)Cc2cc(NC(=O)Nc3ccc(C(F)(F)F)cc3)ccc2O[C@@H]1CN(C)C(=O)Nc1cccc2ccccc12
  BioA inh: -3.6

> CC(=O)N(C)C[C@H]1Oc2cc(C#Cc3cccc(F)c3)ccc2S(=O)(=O)N([C@@H](C)CO)C[C@H]1C
  BioA inh: 2.2

> O=C(NCC[C@H]1CC[C@H](NC(=O)C2CCOCC2)[C@@H](CO)O1)Nc1ccc(Cl)cc1
  BioA inh: -4.5

> COCCNC(=O)C[C@H]1CC[C@@H]2[C@H](COc3ccc(NC(=O)Nc4ccccc4)cc3C(=O)N2C)O1
  BioA inh: 5.6

> C[C@H]1CN([C@@H](C)CO)C(=O)Cc2cc(NC(=O)CCCN(C)C)ccc2O[C@@H]1CN(C)Cc1ccc(Oc2ccccc2)cc1
  BioA inh: 2.7

> C[C@H]1CN([C@@H](C)CO)C(=O)c2ccccc2-c2ccccc2CO[C@H]1CN(C)Cc1cccc2c1OCCCO2
  BioA inh: 5.7

> CC(C)NC(=O)Nc1ccc2c(c1)C(=O)N([C@@H](C)CO)C[C@@H](C)[C@@H](CN(C)S(=O)(=O)c1ccc(Cl)cc1)O2
  BioA inh: -1.1

> C[C@@H]1CN([C@@H](C)CO)S(=O)(=O)c2ccc(C#CC3CC3)cc2O[C@H]1CN(C)C(=O)c1cccnc1
  BioA inh: 3.2

Entries listed so far that contain a CF3 group:
> C[C@@H]1CN([C@@H](C)CO)C(=O)c2cc(-c3ccc(C#N)cc3)cnc2O[C@H]1CN(C)C(=O)Nc1ccc(C(F)(F)F)cc1
  BioA inh: -0.3

> C[C@@H]1CN([C@@H](C)CO)C(=O)Cc2cc(NC(=O)Nc3ccc(C(F)(F)F)cc3)ccc2O[C@@H]1CN(C)C(=O)Nc1cccc2ccccc12
  BioA inh: -3.6

The list goes on:
> C[C@@H]1CN([C@@H](C)CO)C(=O)c2cc(NC(=O)NC3CCCCC3)ccc2O[C@H]1CN(C)C(=O)Nc1ccc2c(c1)OCO2
  BioA inh: -1.0

> CC(C)CC#Cc1ccc2c(c1)O[C@@H](CN(C)C(=O)c1cnccn1)[C@@H](C)CN([C@H](C)CO)S2(=O)=O
  BioA inh: 0.2

> CCCN(C)C[C@H]1Oc2cc(C#CC3(O)CCCC3)ccc2S(=O)(=O)N([C@@H](C)CO)C[C@H]1C
  BioA inh: -1.8

> O=C(C[C@H]1C[C@@H]2c3cc(NC(=O)c4cccnc4)ccc3O[C@@H]2[C@@H](CO)O1)NCc1ccccn1
  BioA inh: 31

> C[C@@H]1CCCCO[C@@H](CN(C)S(=O)(=O)c2ccccc2)[C@H](C)CN([C@H](C)CO)C(=O)c2cc(NS(=O)(=O)c3ccccc3)ccc2O1
  BioA inh: -2.2

> C[C@H]1CN([C@@H](C)CO)C(=O)c2cccc(NS(=O)(=O)c3ccccc3)c2O[C@@H]1CN(C)S(=O)(=O)c1ccc(Cl)cc1
  BioA inh: 1.8

> O=C(C[C@@H]1C[C@@H]2c3cc(NC(=O)c4ccc5c(c4)OCO5)ccc3O[C@@H]2[C@@H](CO)O1)NCc1cc(F)ccc1F
  BioA inh: 0.1

> C[C@H](CO)N1C[C@H](C)[C@@H](CN(C)Cc2cccnc2)Oc2ncc(C3=CCCCC3)cc2C1=O
  BioA inh: 3.9

> C[C@H]1CCCCO[C@H](CN(C)C(=O)CCC(F)(F)F)[C@@H](C)CN([C@@H](C)CO)C(=O)c2cc(NC(=O)c3ccncc3)ccc2O1
  BioA inh: -0.2

> O=C(C[C@@H]1CC[C@@H](NC(=O)Nc2cccc(F)c2)[C@@H](CO)O1)NCC1CCCCC1
  BioA inh: 0.8

The list goes on, starting with the last three of the part before.
> C[C@H](CO)N1C[C@H](C)[C@@H](CN(C)Cc2cccnc2)Oc2ncc(C3=CCCCC3)cc2C1=O
  BioA inh: 3.9

> C[C@H]1CCCCO[C@H](CN(C)C(=O)CCC(F)(F)F)[C@@H](C)CN([C@@H](C)CO)C(=O)c2cc(NC(=O)c3ccncc3)ccc2O1
  BioA inh: -0.2

> O=C(C[C@@H]1CC[C@@H](NC(=O)Nc2cccc(F)c2)[C@@H](CO)O1)NCC1CCCCC1
  BioA inh: 0.8

> O=C(CCN1CCCCC1)NCC[C@H]1CC[C@H](NS(=O)(=O)c2cccc(F)c2)[C@H](CO)O1
  BioA inh: -4.8

> O=C(CN1CCOCC1)N[C@H]1CC[C@@H](CCn2cc(C3CC3)nn2)O[C@@H]1CO
  BioA inh: -2.5

> CN(C)CC(=O)Nc1ccc2c(c1)[C@@H]1C[C@H](CC(=O)NCc3ccncc3)O[C@@H](CO)[C@@H]1O2
  BioA inh: -1.0

> C/C=C/c1cnc2c(c1)C(=O)N([C@H](C)CO)C[C@@H](C)[C@@H](CN(C)CC1CCOCC1)O2
  BioA inh: -1.5

> C[C@H](CO)N1C[C@H](C)[C@@H](CN(C)S(=O)(=O)c2cccs2)Oc2c(NC(=O)Nc3cccc4ccccc34)cccc2C1=O
  BioA inh: -1.0

> C[C@@H]1CN([C@@H](C)CO)C(=O)c2cc(NS(=O)(=O)c3ccc(Cl)cc3)ccc2O[C@@H](C)CCCCO[C@H]1CN(C)S(=O)(=O)c1cccs1
  BioA inh: -1.2

> Cc1noc(C)c1NC(=O)Nc1cccc2c1O[C@H](CN(C)C(=O)Nc1ccc(F)cc1)[C@H](C)CN([C@H](C)CO)C2=O
  BioA inh: 0.0

> CC(C)NC(=O)Nc1ccc2c(c1)C(=O)N([C@@H](C)CO)C[C@@H](C)[C@@H](CN(C)C)O2
  BioA inh: -1.4

> CO[C@@H]1CN(C)C(=O)c2cc(NC(=O)c3ccccc3F)ccc2OC[C@@H](C)N(C(C)=O)C[C@H]1C
  BioA inh: -1.0

> C[C@@H]1CN([C@H](C)CO)C(=O)Cc2cc(NS(=O)(=O)c3ccc(Cl)cc3)ccc2O[C@@H]1CN(C)S(C)(=O)=O
  BioA inh: 0.3

> C[C@H]1CN([C@@H](C)CO)S(=O)(=O)c2ccc(C#Cc3ccc(F)cc3)cc2O[C@@H]1CN(C)C(=O)CN(C)C
  BioA inh: 5.6

> CC(C)C#Cc1cnc2c(c1)C(=O)N([C@@H](C)CO)C[C@@H](C)[C@H](CN(C)Cc1ccccc1F)O2
  BioA inh: 7.0

> CC(C)C#Cc1cnc2c(c1)C(=O)N([C@H](C)CO)C[C@H](C)[C@H](CN(C)C(=O)c1ccccn1)O2
  BioA inh: 0.8

> O=C(C[C@H]1C=C[C@H](NS(=O)(=O)c2ccccc2F)[C@@H](CO)O1)NCCCN1CCOCC1
  BioA inh: -1.2

> CCC(=O)N1CCCCN2[C@H](CO)[C@H](c3ccc(-c4cccnc4)cc3)[C@@H]2C1
  BioA inh: 0.4

> C[C@@H](NC(=O)C[C@@H]1C[C@H]2c3cc(NC(=O)Nc4ccccc4F)ccc3O[C@H]2[C@@H](CO)O1)c1ccccc1
  BioA inh: -0.7

> O=C(C1CCOCC1)N1C[C@H]2[C@@H](c3ccccc31)[C@@H](CO)N2Cc1ccccc1
  BioA inh: -2.5

> C[C@H](CO)N1C[C@H](C)[C@@H](CN(C)Cc2cncnc2)Oc2cc(-c3cncnc3)ccc2S1(=O)=O
  BioA inh: 4.8

> COc1cccc(-c2ccc3n(c2=O)C[C@@H]2[C@@H](CO)[C@H](C(=O)NC4CCCC4)N[C@H]32)c1
  BioA inh: 0.0

> C[C@H]1CN([C@@H](C)CO)C(=O)Cc2cc(NC(=O)Cc3cn(C)c4ccccc34)ccc2O[C@H]1CN(C)S(=O)(=O)c1ccccc1
  BioA inh: -0.1

Remaining list, next part:
Molecule,BioA inh
CN(C)C(=O)C[C@@H]1CC[C@@H]2[C@H](COC[C@@H](O)CN2CC2CC2)O1,-2.4
O=C(Nc1ccccc1F)N[C@H]1CC[C@H](CCNS(=O)(=O)c2ccc(F)cc2)O[C@H]1CO,4.8
CN1C(=O)c2cc(NS(=O)(=O)c3ccccc3F)ccc2OC[C@@H]2O[C@H](CC(=O)NC3Cc4ccccc4C3)CC[C@@H]21,-2.3
C[C@H](CO)N1C[C@H](C)[C@@H](CN(C)C(=O)Nc2ccccc2)OCCCC[C@H](C)Oc2ccc(NC(=O)CCC(F)(F)F)cc2C1=O,-0.3
CN1c2ccc(-c3ccc(C#N)cc3)cc2[C@H]2[C@H](CCN2S(=O)(=O)c2cccc(F)c2)[C@H]1CO,0.8
COc1ccc(S(=O)(=O)N(C)C[C@@H]2OCCCC[C@H](C)Oc3ccc(NS(=O)(=O)c4ccc(F)cc4)cc3C(=O)N([C@@H](C)CO)C[C@@H]2C)cc1,-1.3
C[C@@H]1CN([C@@H](C)CO)C(=O)Cc2cc(NS(=O)(=O)c3ccccc3)ccc2O[C@@H]1CN(C)S(C)(=O)=O,0.5
O=C(Cc1ccccn1)NCC[C@@H]1CC[C@H](NC(=O)Nc2ccc(C(F)(F)F)cc2)[C@H](CO)O1,-1.0
CO[C@@H]1CN(C)C(=O)c2cc(NC(=O)C3CCOCC3)ccc2OC[C@H](C)NC[C@@H]1C,-3.2
O=C(Nc1cc(F)ccc1F)N1CCCCN2[C@@H](CO)[C@H](c3ccc(-c4cncnc4)cc3)[C@@H]2C1,1.0
O=C(C[C@@H]1CC[C@@H]2[C@H](COC[C@H](O)CN2Cc2ccc(F)cc2)O1)N1CCc2ccccc2C1,0.9
CCC(=O)N1C[C@@H](C)[C@@H](OC)CN(C)C(=O)c2ccc(NC(=O)C3CCOCC3)cc2OC[C@H]1C,1.4
C[C@H](CO)N1C[C@H](C)[C@H](CN(C)C(=O)Cc2ccccc2)Oc2ncc(C#CC3(O)CCCC3)cc2C1=O,-1.1
CC(=O)N(C)C[C@@H]1Oc2ncc(-c3ccccc3F)cc2C(=O)N([C@@H](C)CO)C[C@H]1C,-1.4
COc1ccc(CNC(=O)C[C@@H]2CC[C@@H](NC(=O)CN(C)C)[C@@H](CO)O2)cc1,-0.4
C[C@H](CO)N1C[C@H](C)[C@H](CN(C)S(=O)(=O)c2ccc(Cl)cc2)Oc2c(NC(=O)c3ccc(-c4nccs4)cc3)cccc2C1=O,-3.2
CO[C@@H]1CN(C)C(=O)c2cc(NC(=O)Nc3c(C)noc3C)ccc2OC[C@H](C)N(C)C[C@@H]1C,-5.3
C[C@@H]1CN([C@@H](C)CO)C(=O)c2cc(NC(=O)Nc3cccc4ccccc34)ccc2O[C@@H](C)CCCCO[C@@H]1CN(C)S(=O)(=O)c1ccc(F)cc1,-1.5
C[C@@H]1CN([C@@H](C)CO)C(=O)Cc2cc(NS(=O)(=O)c3ccc(Cl)cc3)ccc2O[C@H]1CN(C)S(=O)(=O)c1ccccc1,-2.2
C[C@@H]1CN([C@H](C)CO)C(=O)Cc2cc(NC(=O)Nc3ccc(F)cc3)ccc2O[C@H]1CN(C)C(=O)Nc1ccc(F)cc1,-4.4
Cc1noc(C)c1S(=O)(=O)N(C)C[C@@H]1Oc2ccc(NS(C)(=O)=O)cc2CC(=O)N([C@@H](C)CO)C[C@@H]1C,0.2
O=C(Nc1ccc(C(F)(F)F)cc1)N[C@@H]1C=C[C@@H](CC(=O)N2CCCCC2)O[C@@H]1CO,-4.0
CO[C@@H]1CN(C)C(=O)c2ccc(NC(=O)C3CCOCC3)cc2OC[C@H](C)NC[C@H]1C,-3.8
COc1ccccc1-c1cnc2c(c1)C(=O)N([C@H](C)CO)C[C@@H](C)[C@H](CN(C)C(C)=O)O2,0.8
C[C@@H]1CN([C@H](C)CO)C(=O)c2ccccc2-c2ccccc2CO[C@@H]1CN(C)Cc1ccccc1,-0.4
C[C@H](CO)N1C[C@H](C)[C@H](CN(C)C(=O)Cc2ccncc2)Oc2ncc(C#CC3(O)CCCC3)cc2C1=O,-0.5
O=C(c1ccccc1)N1C[C@H]2[C@@H](c3ccccc31)[C@@H](CO)N2Cc1ccccn1,0.9
C[C@H]1CN([C@@H](C)CO)C(=O)Cc2cc(NS(=O)(=O)c3ccc(F)cc3)ccc2O[C@H]1CN(C)Cc1ccc(C(=O)Nc2ccccc2N)cc1,-0.1

Quoted at random: two compounds from above
Molecule,BioA inh
C[C@@H]1CN([C@H](C)CO)C(=O)Cc2cc(NC(=O)Nc3ccc(F)cc3)ccc2O[C@H]1CN(C)C(=O)Nc1ccc(F)cc1,-4.4
C[C@H](CO)N1C[C@H](C)[C@H](CN(C)S(=O)(=O)c2ccc(Cl)cc2)Oc2c(NC(=O)c3ccc(-c4nccs4)cc3)cccc2C1=O,-3.2

Compound activity: PubChem, Broad Institute
